# Bioassay records (PubChem)
# B2AR arrestin: recruits beta-arrestin to the human beta2-adrenergic receptor; P07550; beta-arrestin recruitment to beta2AR, cell-based reporter; Potency, µM (titrated, usually from 46.1 µM), without a hit: at the top dose activation, usual class: activators; actives 0.02% (n = 330,000);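 note: potency is the fitted concentration of half-maximal effect; 0% = DMSO controls and full agonism = EC100 isoproterenol or metaproterenol; nearly all actives have a fitted effect of over 65% in size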
# Target sequence (P07550 whole entry, looked up): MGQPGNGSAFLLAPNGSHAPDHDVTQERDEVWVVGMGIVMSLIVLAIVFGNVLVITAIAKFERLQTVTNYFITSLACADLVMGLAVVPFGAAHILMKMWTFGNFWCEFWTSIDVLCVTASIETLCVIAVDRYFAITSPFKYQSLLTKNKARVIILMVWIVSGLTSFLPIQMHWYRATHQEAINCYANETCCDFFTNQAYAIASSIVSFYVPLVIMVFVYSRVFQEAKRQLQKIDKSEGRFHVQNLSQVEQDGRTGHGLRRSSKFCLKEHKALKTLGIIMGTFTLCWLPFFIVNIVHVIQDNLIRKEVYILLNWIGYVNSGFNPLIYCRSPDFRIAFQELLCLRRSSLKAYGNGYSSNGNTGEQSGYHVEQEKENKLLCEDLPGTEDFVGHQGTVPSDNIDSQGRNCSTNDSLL
# TSG101-PTAP inh: blocks PTAP/TSG101 interaction to inhibit HIV-1 budding; Q99816; Fluorescence polarization, FITC-PTAP peptide / Tsg101 binding; Potency, µM (top dose mostly 115 µM), for the others: at the top dose activity change, negative = inhibition, hits mostly inhibitors; 340,000 tested, under 10 active; active = well fitted inhibition curve with a large enough effect in the main read-out, with a control signal flat, not every such curve was filed as active; inconclusive = small, poorly fitted or top-dose-only effect, or effect the other way, or a change in a side signal; inactive = no such curve, though single readings can be large or run the other way; note: potency is the fitted concentration of half-maximal effect; % of control where 0% means no effect
#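 Steps: Tsg101 binding domain dispensed (10 uM final), compounds pinned in DMSO, FITC-labeled PTAP-motif peptide added (50 nM final); after 20 min binding at room temperature, polarization measured.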
# USP2a inh: inhibitors of human ubiquitin-specific protease USP2a | actives 0.01% (n = 330,000) | Potency, µM (titrated, usually from 38.3 µM), without a hit: top-dose activity change, negative = inhibition, usual class: inhibitors | AID 463254 | USP2 core, Ub-CHOP2 coupled fluorogenic reporter, 485/531;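 note: potency is the fitted concentration of half-maximal effect; plate controls were DMSO wells for no effect and full inhibition by NEM control for full effect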
# Target sequence (O75604 whole entry, looked up): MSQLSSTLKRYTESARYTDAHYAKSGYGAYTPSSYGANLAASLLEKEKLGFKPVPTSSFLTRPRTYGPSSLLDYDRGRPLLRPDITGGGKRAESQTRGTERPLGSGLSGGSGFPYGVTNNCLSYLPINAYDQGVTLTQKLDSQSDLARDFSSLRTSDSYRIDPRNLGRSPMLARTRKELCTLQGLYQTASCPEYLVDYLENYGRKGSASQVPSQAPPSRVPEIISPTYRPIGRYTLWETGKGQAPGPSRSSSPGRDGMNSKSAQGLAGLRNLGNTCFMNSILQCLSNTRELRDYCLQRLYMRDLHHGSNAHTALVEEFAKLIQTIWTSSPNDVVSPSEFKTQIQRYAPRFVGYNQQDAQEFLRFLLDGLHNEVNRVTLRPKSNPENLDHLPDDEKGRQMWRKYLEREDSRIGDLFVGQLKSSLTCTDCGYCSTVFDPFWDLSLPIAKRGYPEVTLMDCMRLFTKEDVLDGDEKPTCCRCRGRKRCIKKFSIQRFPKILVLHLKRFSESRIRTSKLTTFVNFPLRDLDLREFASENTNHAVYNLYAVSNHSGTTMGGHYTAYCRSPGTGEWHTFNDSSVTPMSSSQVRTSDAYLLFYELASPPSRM
#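 Deubiquitinase activity read as fluorescence (485/531 nm) after Ub-CHOP2 cleavage activates the enterokinase reporter on its substrate; USP2 core 10nM, Ub-CHOP2 and substrate 25nM each, 30min compound preincubation then 60min RT; data normalized to NEM, curves fitted.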
# TSHR antag: blocks TSH signaling through the human TSH receptor | P16473 | TSHR-expressing cells, TSH-stimulated cAMP HTRF, 2 h; active compounds read low | activity change, negative = inhibition, % at 11.5 µM | actives 0.2% (n = 330,000) | AID 504810;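 active = activity change below a set negative limit, meaning inhibition stronger than a set level, cut at about -70% in these data; inconclusive = activity change between two set negative limits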; note: % is set by controls: 0 for no effect and ±100 for the full control effect
#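 Competitive HTRF cAMP read-out (cryptate anti-cAMP antibody, cAMP-d2; 30 min, room temperature) in freshly harvested TSHR cells. Compounds added before TSH at EC80 (4nM final), followed by 2 hours' incubation at 37 deg C.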
# TCR activator: activates T cell receptor signaling; 330,000 tested, under 10 active; AID 504894; Potency, µM (top dose mostly 9.22 µM), inactives show at the highest dose activation of IL-2 secretion, hits mostly activators; primary human leukocytes, anti-CD3, IL-2 HTRF, 48 h; note: % of control where 0% means no effect
#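 1) Mix primary human leukocytes, a-CD3 beads and compound. 2) Incubate 48 hr. 3) Add HTRF IL-2 reagents (a-IL-2-K, a-IL-2-d2).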
# ELG1 DNA repair: blocks ELG1-dependent DNA repair in HEK293T cells; HEK293T ELG1-luciferase reporter, luminescence, 16 h; DNA damage induced by 5-fluorouridine; Potency, µM (top dose mostly 46.1 µM), for the others: at the top dose activity change, negative = inhibition, most hits filed as inhibitors; actives 2.3% (n = 330,000); note: potency is the fitted concentration of half-maximal effect; % is set by controls: 0 for no effect and ±100 for the full control effect; nearly all actives have a fitted effect of over 55% in size
#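 DMSO vehicle served as the neutral condition. Each well held 2,000 cells given 5-fluorouridine plus compound; after 16 hr at 37 °C/5% CO2, ONE-Glo was added and luciferase measured 30 min later.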
# Mito fusion yeast: blocks mitochondrial division or promotes mitochondrial fusion; S. cerevisiae fusion-defective mutant growth rescue, CellTiterGlo 48 h; Potency, µM (top dose mostly 46.1 µM), inactives show at the top dose growth rescue (activation), most hits filed as activators; actives 0.23% (n = 320,000);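 note: potency is the fitted concentration of half-maximal effect; % of control where 0% means no effect; nearly all actives have a fitted effect of over 45% in size; temperature-sensitive fusion mutants such as fzo1-1 at 37 °C on non-fermentable ethanol glycerol medium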
#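 Temperature-sensitive fusion-defective S. cerevisiae (e.g. fzo1-1, mgm1-5) were grown with compound in YPEG medium (3% ethanol, 3% glycerol) for 48 hours at 37C. Growth rescue was measured as viability by CellTiterGlo luminescence after 10 minutes at ambient.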
# Chronic BCR inh: chronic active BCR signaling inhibition | ABC-DLBCL IkBa-CBG/CBR reporter, luminescence ratio, 4 h | Potency, µM (top dose mostly 46.1 µM), inactives show at the highest dose ratio change, negative = lower green/red ratio, hits mostly inhibitors | actives 0.05% (n = 340,000) | AID 493014; active = well fitted inhibition curve with a large enough effect in the signal ratio, with a control signal flat, not every such curve was filed as active; inconclusive = small, poorly fitted or top-dose-only effect, or effect the other way, or a change in a side signal; the % refers to the signal ratio;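 note: potency is the fitted concentration of half-maximal effect; plate controls were basal doxycycline-induced cells for no effect and cells given 10 µM MG132 for full effect; MG132 reads +100%, hits lower the ratio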
#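 Compounds up to 46 uM were incubated four hours with TMD8 cells whose green CBG68 luciferase is fused to IkappaBalpha; red CBR luminescence normalised the signal, and concentration-effect curves were fitted to fusion, red and ratio data.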
# uPA generation: blocks generation of uPA at the cell surface | cell surface uPA generation assay, qHTS | actives 0.31% (n = 330,000) | Potency, µM (top dose mostly 38.3 µM), inactives show at the top dose activity change, negative = inhibition, hits mostly inhibitors; active = well fitted inhibition curve with a large enough effect; inconclusive = small, poorly fitted or top-dose-only effect; inactive = no such curve, though single readings can be large or run the other way; tested in mouse RAW 264.7 cells; note: potency is the fitted concentration of half-maximal effect; % is set by controls: 0 for no effect and ±100 for the full control effect; nearly all actives have a fitted effect of over 55% in size
# Tb PFK block: T. brucei PFK enzyme inhibition; O15648; T. brucei PFK, ADP-Glo luminescence; Potency, µM (highest dose often 57.5 µM), for inactives: at the highest dose activity, negative = inhibition, usual class: inhibitors; actives 0.17% (n = 330,000);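 note: potency is the fitted concentration of half-maximal effect; 0% = uninhibited 1x PFK enzyme wells and -100% = no-enzyme wells; nearly all actives have a fitted effect of over 60% in size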
#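 Activity is normalized to no-enzyme wells (full inhibition) and 1.25 nM enzyme wells (no inhibition). Reaction: 0.5 mM F6P, 0.1 mM ATP, 45 min RT, ADP-Glo luminescence; concentration-response curves fitted and classed by quality.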
# Eya2 inh: blocks the phosphatase activity of human Eya2; O00167; recombinant Eya2, OMFP fluorescence dephosphorylation (OMFP is methylfluorescein phosphate); Potency, µM (titrated, usually from 76.9 µM), without a hit: top-dose activity, negative = inhibition, actives largely listed as inhibitors; actives 0.006% (n = 330,000); note: potency is the fitted concentration of half-maximal effect; % is set by controls: 0 for no effect and ±100 for the full control effect
#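 Eya2 (0.2 uM) preincubated 10 min at ambient with compound, then OMFP substrate added at 50 uM; 10 min reaction in 50 mM HEPES pH 7.5, 50 mM NaCl, 5 uM MgCl2, 0.05% BSA, 1 mM DTT. Fluorescence read at Ex 485/Em 525 nm.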
# Starred values were filed as active, the others as inactive; ? = inconclusive; nt = not tested or not shown; [ ] = dose if it differs, or a comment. Unless noted, calls come from the whole dose curve; as a rule, active = well fitted curve in the direction sought with a large enough effect; inconclusive = small, poorly fitted or top-dose-only effect, or another doubt; inactive = no such curve, though single readings can be large; an effect the other way counts as inactive or inconclusive. The order is random; 3% or so of the library scored in one or more.
SMILES,B2AR arrestin,TSG101-PTAP inh,USP2a inh,TSHR antag,TCR activator,ELG1 DNA repair,Mito fusion yeast,Chronic BCR inh,uPA generation,Tb PFK block,Eya2 inh
CCOc1ccccc1NC(=O)Nc1cccc(NC(C)=O)c1,-0.6%,0.0%,-0.9%,4.3,16.2%,-13.0%,5.6%,?,8.3%,-1.2%,9.9%
O=C(O)c1ccccc1C(=O)Nc1ccc(Oc2cccc3ccccc23)cc1,0.1%,-2.1%,2.1%,-14.2,9.9%,1.4%,5.3%,-15.8%,-1.2%,1.6%,3.9%
Cc1ccc(C(C(=O)NCc2ccco2)N(CCc2ccccc2)C(=O)Cn2nnc3ccccc32)o1 (stereo unspecified),-0.1%,-5.3%,1.4%,1.1,-7.1%,-26.1%,2.2%,?,9.1%,3.8%,0.9%
CC1=CCn2c(=O)c3ccccc3c(=O)n2C1,-1.0%,-5.9%,-1.5%,0.2,-1.1%[46.1 µM],1.2%,-0.3%,?,-1.3%,0.9%,4.6%
COc1ccccc1S(=O)(=O)N1CCC(C(=O)O)(c2ccccc2)CC1,-0.1%,-4.8%,1.0%,3.4,-1.2%,8.0%,15.5%,-0.3%,-2.9%,-2.1%,12.2%
O=C(NNC(=S)NCc1ccco1)c1cccs1,-0.5%,0.1%,5.2%,2.2,5.8%[46.1 µM],-6.2%,-4.2%,5.9%,0.6%,2.0%,-2.6%
O=C1N=C(N2CCOCC2)S/C1=C/c1ccc(-c2ccccc2Cl)o1,0.2%,-8.9%,1.2%,-6.9,-1.8%,-13.5%,7.1%,?,8.4%,-4.7%,3.4%
O=C(CCCN1C(=O)c2ccccc2C1=O)Nc1nccs1,-1.0%,-1.4%,1.9%,5.8,-3.5%,?,2.0%,?,0.8%,-0.4%,-8.6%
CCC(C)NC(=O)CNC(=O)Cn1c(C)cc2ccccc2c1=O (stereo unspecified),0.0%,-11.0%,-1.7%,0.4,4.7%,-7.7%,1.4%,?,1.4%,4.4%,6.2%
Cc1cc(C)nc(NS(=O)(=O)c2ccc(NC(=S)NC(=O)c3ccco3)cc2)n1,-0.9%,-1.8%,10.7%,-20.4,2.4%,-7.6%,3.0%,-5.3%,-4.3%,11.9%,0.1%
O=C(CC1C(=O)NCCN1Cc1cccc(Oc2ccccc2)c1)NCCn1cccn1 (stereo unspecified),0.9%,0.6%,0.1%,-6.0,2.5%,7.0%,-4.1%,22.0%,15.4%,-2.8%,15.2%
CC1=CC(C)(C)NC(=S)N1c1cccc2ccccc12,0.4%,0.5%,1.9%,-17.3,-0.1%[46.1 µM],-9.1%,-5.4%,-0.2%,-1.4%,-5.3%,5.9%
O=C(CCC(=O)NNC(=O)c1ccccc1[N+](=O)[O-])NCc1ccccc1,-0.1%,0.3%,-0.9%,-7.0,13.0%,12.0%,-0.2%,?,0.1%,-0.1%,3.5%
CCOC(=O)CSc1nnc(CNC(=O)c2cccs2)n1-c1cc(OC)ccc1OC,-0.2%,-0.9%,0.0%,3.6,0.6%,1.3%,1.8%,?,nt,-1.8%,-19.6%
CC1(C)CC(=O)N(Cc2ccccc2)C(=O)C1,-1.1%,-1.6%,4.2%,-5.5,-0.6%[46.1 µM],-11.9%,?,-0.6%,6.5%,-4.4%,5.0%
Cn1c(CN2CCOCC2)nnc1SCC(=O)Nc1cccc(C(F)(F)F)c1,0.0%,0.6%,1.6%,-3.5,2.1%,-0.9%,-2.2%,-0.2%,-3.4%,0.8%,-10.1%
COCC(C)n1c(SCc2ccc(C(=O)OC)cc2)nc2ccccc2c1=O (stereo unspecified),-0.5%,1.4%,1.1%,-17.4,-6.6%,-2.7%,18.2%,5.1%,0.3%,0.0%,-14.7%
NC(=O)C[n+]1cccc(/C=N/O)c1,?,-1.5%,4.4%,3.6,-0.6%,-11.4%,-7.1%,9.7%,-2.0%,-7.7%,0.2%
Cn1c(N)c(C(=O)COC(=O)c2ccccn2)c(=O)n(C)c1=O,0.0%,0.6%,-1.6%,-11.5,-1.4%,2.4%,-3.8%,5.8%,-5.7%,-14.1%,-15.9%
O=C(NCc1ccccc1)c1onc(CSc2ccc(F)cc2)c1C(=O)NCCCN1CCOCC1,-0.8%,0.3%,-0.1%,2.3,3.6%,?,-4.3%,-5.4%,-8.8%,-2.0%[0.46 µM],15.0%
Cc1ccc(C(=O)CC(C(=O)O)n2ccc(C)n2)cc1 (stereo unspecified),0.0%,-3.0%,-0.4%,-8.5,-0.3%,6.5%,2.3%,-0.2%,-2.7%,5.4%,-7.8%
O=C(NC1CC1)C(Cc1ccccc1)NS(=O)(=O)c1ccccc1F (stereo unspecified),-0.4%,-1.1%,0.9%,8.5,-1.6%,3.2%,3.1%,1.4%,5.0%,-2.3%,15.5%
O=C(Nc1ccc(OCc2ccccc2)cc1)c1cccc([N+](=O)[O-])c1,-0.2%,-0.7%,-4.0%,2.8,0.7%[46.1 µM],16.4%,-0.5%,0.0%,0.7%,1.5%,2.5%
COC(=O)c1ccc(CNC(=O)c2ccc(OCC(=O)N3CCOCC3)c(OC)c2)cc1,0.1%,-8.5%,-0.9%,-5.9,-8.1%,6.2%,1.8%,?,2.5%,5.0%,-27.2%
Cc1csc(NC(=O)c2nc(-c3ccccc3)n(-c3ccccc3)n2)n1,-0.3%,-10.8%,-0.5%,-14.1,-4.0%,14.6µM*,20.0%,?,1.9%,0.4%,-6.6%
Cc1nnc(NC(=O)c2ccccc2-c2ccccc2C(=O)O)s1,-0.7%,-6.0%,3.5%,8.9,2.4%,?,1.5%,-3.3%,0.3%,-2.1%,-12.5%
CCOc1cccc(C(=O)Nc2cnn(Cc3ccccc3)c2)c1,-0.4%,-5.7%,1.1%,11.2,-3.1%,-0.1%,-4.7%,?,1.8%,-2.8%,-2.9%
CC[C@@H]1CC=C[C@H]2[C@H]1C(=O)N(Cc1ccccc1)[C@H]2c1ccc(C(F)(F)F)cc1,-0.7%,-18.5%,2.2%,-3.8,4.1%,-5.4%,-64.8%[inhibitor],-1.4%,-22.7%,0.5%,-28.7%
Cc1c(C(=O)N(C)CCC#N)oc2ccc(S(=O)(=O)N3CC(C)CC(C)C3)cc12 (stereo unspecified),-0.8%,-10.4%,-5.5%,-3.3,-1.7%,7.3µM*,27.2%,-4.1%,6.3%,1.0%,-5.9%
Cc1ccc(S(=O)(=O)Nc2ccc(C(=O)Nc3ccncc3)cc2)cc1,-0.5%,-2.7%,-1.2%,-3.0,0.8%[46.1 µM],?,-16.9%,-0.2%,-7.8%,9.5%,6.8%
CCCN(CCC)CCSc1nc(O)c(C(C)C)c(=O)[nH]1,-0.6%,-2.0%,-0.2%,18.8,2.4%,27.2%,0.4%,-5.0%,-2.9%,2.9%,-1.7%
OCC1OC(n2cnc3ccccc32)CC1O (stereo unspecified),-0.8%,-0.2%,4.3%,9.5,3.3%,0.8%,5.9%,-0.1%,-14.1%,0.2%,-0.5%
CCCn1c(O)c(N=NC(=O)CNC(=O)/C=C/c2ccc(OC)cc2)c2ccccc21,-0.3%,-1.9%,0.3%,2.4,-4.9%,?,1.0%,-1.6%,2.7%,-1.9%,8.8%
CSCCC(NC(=O)c1ccc(Cl)cc1)C(=O)OCC(=O)Nc1cc(Cl)ccc1C#N (stereo unspecified),-0.4%,0.3%,-1.1%,-3.5,2.0%[46.1 µM],-6.3%,-2.7%,-1.9%,1.9%,-2.2%,1.9%
Fc1ccc(C2=CC(c3ccc(Br)o3)n3ncnc3N2)cc1 (stereo unspecified),-0.6%,?,?,13.0,5.2%[46.1 µM],-1.9%,13.1%,-3.4%,2.4%,-1.1%,19.7%
Cn1c(=O)n(C)c2cc(NC(=O)COc3ccc(F)cc3F)ccc21,-0.9%,-0.6%,-2.0%,1.7,1.1%,8.2%,-2.7%,-1.3%,-9.1%,-9.8%,2.6%
